M. tuberculosis GlmU = inhibition of mycobacterial GlmU enzyme – biochemical, glucosamine-1-phosphate acetyltransferase (AID 1376) | M. tuberculosis GlmU acetyltransferase enzyme assay; higher % means a stronger effect | inhibition, %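 (tested at 30 µM in the primary screen)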; hits with a dose series show IC50 in µM | actives 0.25% (n = 220,000); in the data active means inhibition above about 13%;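 further: 0% = complete reaction with vehicle and 100% = reaction without substrate; strong numbers were not always called active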
RmlCD inh 1536 = blocks M. tuberculosis RmlC and RmlD coupled enzymes. AID 1533. RmlC+RmlD coupled enzyme assay, percent inhibition; primary screen in compound mixtures. P9WH09+P9WH11. actives 0.03% (n = 160,000). inhibition, % at 3.6 µM; in the data active means inhibition mostly above about 34%, no sharp cut-off; further: some results filed as inactive read as strong as hits
Target sequence (P9WH09 whole entry, looked up): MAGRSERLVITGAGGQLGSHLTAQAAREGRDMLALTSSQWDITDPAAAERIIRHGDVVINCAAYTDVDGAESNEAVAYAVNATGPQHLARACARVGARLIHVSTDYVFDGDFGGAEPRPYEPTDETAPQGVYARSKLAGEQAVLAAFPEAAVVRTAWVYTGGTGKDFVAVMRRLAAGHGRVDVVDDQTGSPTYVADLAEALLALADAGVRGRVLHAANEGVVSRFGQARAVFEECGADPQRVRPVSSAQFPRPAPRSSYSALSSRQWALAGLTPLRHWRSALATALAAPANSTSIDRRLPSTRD
Target sequence (P9WH11 whole entry, looked up): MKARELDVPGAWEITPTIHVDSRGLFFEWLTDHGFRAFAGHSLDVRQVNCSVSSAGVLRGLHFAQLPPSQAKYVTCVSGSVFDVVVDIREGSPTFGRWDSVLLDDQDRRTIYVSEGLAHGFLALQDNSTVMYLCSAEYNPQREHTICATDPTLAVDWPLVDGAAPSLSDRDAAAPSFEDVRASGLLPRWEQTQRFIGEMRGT
* = called active by the depositor; . = not tested or not shown. A portion of the library; the hit share may differ from the screen's.

Screens in order – M. tuberculosis GlmU, RmlCD inh 1536
1: CC(=O)Nc1cccc(N(C)C)c1
    1.8%, .
2: CC(=O)Nc1ccc(S(=O)(=O)NC2(C(F)(F)F)C(=O)Nc3c2c(=O)[nH]c(=O)n3Cc2ccco2)cc1 (configuration not stated)
    -4.8%, 3.1
3: Cc1ccc(-c2[nH]nc3c2C(c2cccnc2)C(C#N)=C(N)O3)cc1 (configuration not stated)
    4.1%, 12.1
4: CCCN1C(=O)c2cc(C(=O)NCc3ccc(OC)cc3)ccc2C1O (configuration not stated)
    -2.8%, .
5: O=C(CNC(=O)c1ccccc1F)Nc1ccccc1C(F)(F)F
    4.8%, 4.5
6: COc1ccc(C(=O)Oc2cc(/C=N/NS(=O)(=O)c3ccccc3)ccc2OC)cc1
    -0.4%, -2.8
7: O=C(OCC(=O)N1CCc2ccccc21)c1nc(Cl)ccc1Cl
    1.6%, -6.4
8: O=C(Nc1cccc(-c2nnco2)c1)c1cccs1
    -5.8%, 2.3
9: CCOC(=O)C1(CCOc2ccccc2)CCN(Cc2cnc(C)[nH]2)CC1
    1.8%, .
10: COc1cccc(N2CC(C(=O)Oc3ccc4ccccc4c3)CC2=O)c1 (configuration not stated)
    4.7%, 5.8
11: COc1ccc(-n2c(SCC(=O)O)nc3sc4c(c3c2=O)CCC4)cc1
    8.6%, .
12: COc1ccc(C2=NCc3nnc(C)n3-c3ccc(Cl)cc32)cc1Cl
    -0.3%, .
13: O=C(NNc1c(F)c(F)cc(F)c1F)c1cc2ccccc2oc1=O
    1.0%, 5.0
14: CC(=O)NC1CC2CCCC(C1)N2S(=O)(=O)c1cccc(F)c1 (configuration not stated)
    0.1%, .
15: Cc1cc(C)c2ccc(C(=O)O)nc2c1O
    0.1%, .
16: CCN(CC)C(C)C(=O)NCC1(c2ccccc2)CCOCC1 (configuration not stated)
    -4.1%, .
17: Cc1cccc(N(CC(=O)Nc2ccccc2F)S(C)(=O)=O)c1
    3.1%, 4.3
18: CS(=O)(=O)N1CCN(c2ccccc2NC(=O)c2ccco2)CC1
    -7.0%, .
19: NC(=O)C1(N2CCCCC2)CCN(CC(=O)Nc2ccc(Oc3ccccc3)cc2)CC1
    -3.8%, .
20: CC(=O)c1c(N2CCOCC2)nc(=S)n(-c2ccccc2)c1C
    0.9%, -18.8
21: CN1C(=S)N(c2ccccc2)C(=O)/C1=C/c1cccs1
    2.3%, 3.9
22: NC(=O)NCCN1CCN(c2ncc(C(F)(F)F)cc2Cl)CC1
    -7.9%, -18.8
23: O=C(Cn1cnc2c(nnn2-c2cccc(Cl)c2)c1=O)N1CCCC1
    -4.2%, .
24: CC(c1cccs1)N(Cc1ccco1)C(=S)Nc1ccccc1Cl (configuration not stated)
    1.9%, 3.6
25: Cc1cccc2cc(C#N)c(SCC#N)nc12
    -1.6%, -5.8
26: Cc1ncc(CO)c(/C=N/NC(=O)c2ccccc2Br)c1O
    -0.9%, 4.1
27: Cc1cc(C)cc(NC(=O)CCC(=O)Nc2nnc(C(F)(F)F)s2)c1
    -0.4%, -8.8
28: O=C(COC(=O)c1cc(S(=O)(=O)N2CCOCC2)ccc1O)NCCc1ccccc1
    1.9%, -5.8
29: COc1cc([N+](=O)[O-])ccc1NC(=O)Oc1ccc(NC(C)=O)cc1
    7.8%, .
30: COc1ccc(C2Nc3ccccc3C(=O)N2Cc2ccccc2)cc1Cn1nnc2ccccc21 (configuration not stated)
    2.6%, 13.9

Quoted at random: 6 compounds from above
Screens in order – M. tuberculosis GlmU, RmlCD inh 1536
2: CC(=O)Nc1ccc(S(=O)(=O)NC2(C(F)(F)F)C(=O)Nc3c2c(=O)[nH]c(=O)n3Cc2ccco2)cc1 (configuration not stated)
    -4.8%, 3.1
6: COc1ccc(C(=O)Oc2cc(/C=N/NS(=O)(=O)c3ccccc3)ccc2OC)cc1
    -0.4%, -2.8
18: CS(=O)(=O)N1CCN(c2ccccc2NC(=O)c2ccco2)CC1
    -7.0%, .
16: CCN(CC)C(C)C(=O)NCC1(c2ccccc2)CCOCC1 (configuration not stated)
    -4.1%, .
17: Cc1cccc(N(CC(=O)Nc2ccccc2F)S(C)(=O)=O)c1
    3.1%, 4.3
12: COc1ccc(C2=NCc3nnc(C)n3-c3ccc(Cl)cc32)cc1Cl
    -0.3%, .

(listing goes on)
Screens in order – M. tuberculosis GlmU, RmlCD inh 1536
31: Cc1ccc(N2C(=O)NC(NC(=O)C(C)(C)C)(C(F)(F)F)C2=O)cc1 (configuration not stated)
    -6.6%, 9.5
32: CN1C(=O)C(O)(c2sc(N)nc2-c2ccccc2)c2ccccc21 (configuration not stated)
    -2.0%, 2.7
33: O=C(CCN1C(=O)C2CC=C(Cl)CC2C1=O)Nc1ccccc1O (configuration not stated)
    -8.3%, -2.5
34: O=c1[nH]n2c(=O)c3c([nH]c2c1N=Nc1cccc(Cl)c1)CCC3
    9.8%, 5.1
35: CCN(c1ccccc1)S(=O)(=O)c1ccc(OC)c(NC(=O)CNCC(C)O)c1 (configuration not stated)
    0.7%, -11.9
36: COc1cccc(Nc2nc3ccc(C(=O)c4ccccc4)cc3n3cnnc23)c1
    5.5%, 8.2
37: Cc1noc(C)c1C(=O)N1CCN(Cc2ccc3c(c2)OCO3)CC1
    -2.4%, 1.9
38: CC1Nc2nc(NC(=O)C(C)(C)C)[nH]c(=O)c2N(C)C1C (configuration not stated)
    0.7%, .
39: CC1CCC2(CC1)NC(=O)N(Cc1nnc(-c3cccs3)o1)C2=O (configuration not stated)
    -3.0%, 5.8
40: COc1ccc(N=C2NN=C(c3ccc4c(c3)OCCO4)CS2)cc1
    7.0%, 0.4
41: COc1ccc(C(=O)NNC(=O)C2CCN(S(=O)(=O)c3ccc(C)cc3)CC2)cc1
    3.8%, .
42: CC(=O)N1CCN(c2ccccc2NC(=O)c2ccc(-c3cccc([N+](=O)[O-])c3)o2)CC1
    -1.9%, .
43: Cn1ncc(N)c1C(=O)Nc1cccc(C(F)(F)F)c1
    -2.6%, 6.0
44: CCc1ccc(NC(=O)c2ccc3c(=O)n4c(nc3c2)CCCCC4)cc1
    -6.0%, .
45: CCn1c2ccccc2c2nc3ccccc3nc21
    6.4%, -3.6
46: Cc1ccccc1NC(=O)CCC(=O)OCC(=O)c1ccc(-c2ccccc2)cc1
    2.5%, 7.5
47: CC1(C)CC(=O)C([N+](=O)[O-])=C(NCCCO)C1
    -0.3%, -3.5
48: O=C1Nc2ccccc2OC1CC(=O)N1CCCC1 (configuration not stated)
    3.0%, 9.2
49: CCOC(=O)N1CCN(C(=S)Nc2ccccc2C(C)C)CC1
    0.1%, -7.0
50: Cc1ccccc1C(=O)NC(CC(C)C)C(=O)OCC(=O)c1c(N)n(C)c(=O)n(C)c1=O (configuration not stated)
    6.8%, 4.3
51: CCOC(=O)N1CCC(N2CCN(Cc3ccc(F)c(F)c3)C(CCO)C2)CC1 (configuration not stated)
    2.5%, 2.1
52: COC(=O)CSc1nnc(-c2ccoc2C)n1-c1ccc(OC)cc1
    2.9%, 8.3
53: Cc1ccccc1N1CCN(CCN2C(=O)CC(=C3c4ccccc4-c4ccccc43)C2=O)CC1
    3.2%, .
54: [O-]/C(=C(\C(=S)NCc1ccc2c(c1)OCO2)[n+]1ccccc1)c1ccc(Cl)s1
    -3.1%, 35.4
55: Fc1ccc(NC(=S)Nc2ccc(Cl)cc2)cc1
    -3.0%, -0.6
56: COc1cc(NS(=O)(=O)c2cccc3nsnc23)c(C(=O)O)cc1OC
    0.1%, .
57: Cc1ccc(NC(=S)N(Cc2cccc(Br)c2)CC2CCC(C(=O)O)CC2)cc1 (configuration not stated)
    6.2%, .
58: O=C(c1cnccn1)N1CCc2ccccc2C1
    3.5%, 7.2
59: Nc1cc(C(=O)OCC(=O)NCc2ccc(F)cc2)ccc1Cl
    2.9%, -7.8
60: CC(Sc1nnc(C2CCCCC2)n1N)C(=O)NCc1ccc2c(c1)OCO2 (configuration not stated)
    9.7%, -1.7

Rewritten screen by screen: entries from further up
48	O=C1Nc2ccccc2OC1CC(=O)N1CCCC1 (configuration not stated)
35	CCN(c1ccccc1)S(=O)(=O)c1ccc(OC)c(NC(=O)CNCC(C)O)c1 (configuration not stated)
52	COC(=O)CSc1nnc(-c2ccoc2C)n1-c1ccc(OC)cc1
54	[O-]/C(=C(\C(=S)NCc1ccc2c(c1)OCO2)[n+]1ccccc1)c1ccc(Cl)s1
44	CCc1ccc(NC(=O)c2ccc3c(=O)n4c(nc3c2)CCCCC4)cc1
59	Nc1cc(C(=O)OCC(=O)NCc2ccc(F)cc2)ccc1Cl

| entry no. | 48 | 35 | 52 | 54 | 44 | 59 |
| --- | --- | --- | --- | --- | --- | --- |
| M. tuberculosis GlmU | 3.0% | 0.7% | 2.9% | -3.1% | -6.0% | 2.9% |
| RmlCD inh 1536 | 9.2 | -11.9 | 8.3 | 35.4 | . | -7.8 |

More records
Screens in order – M. tuberculosis GlmU, RmlCD inh 1536
61: CC(=O)N(Cc1ccco1)C1(C(=O)NC2CCCCC2)CCCCC1
    2.8%, -5.2
62: CCN(CC)S(=O)(=O)c1cccc(NC(=O)c2ccc(Br)cc2)c1
    -7.2%, 12.6
63: O=C(CCOc1ccccc1)Nc1nnc(-c2ccc3c(c2)OCCO3)o1
    -1.0%, -5.0
64: Cc1cc(C)n(C(=O)c2ccncc2)n1
    -1.3%, 16.4
65: O=C1Nc2ccccc2C(O)(C(=O)N2CCCCC2)N1c1ccccc1 (configuration not stated)
    4.5%, -3.0
66: Cc1ccc(CN2CCN(/N=C\c3cccc([N+](=O)[O-])c3)CC2)cc1
    8.2%, 7.2
67: Cc1ccc(/C=N/Nc2cc(C)nc(N3CCOCC3)n2)cc1
    -1.7%, -12.4
68: CC(/C=N/NC(=O)c1ccncc1)=C\c1ccc(C(C)C)cc1
    -5.5%, .
69: Cc1cc(C)n2nc(C(=O)NCc3ccco3)nc2n1
    -2.9%, .
70: COc1ccc(/C=C/S(=O)(=O)NCc2ccccc2)cc1OC
    2.8%, -5.0
71: CS(=O)(=O)N1CCCC(C(=O)Nc2ccc3c(c2)OCCO3)C1 (configuration not stated)
    6.6%, -0.4
72: COCCNC(=O)CN1C(=O)CSc2ncccc21
    4.3%, 6.3
73: Nn1c(SCc2cn3ccccc3n2)nnc1-c1ccncc1
    2.2%, 6.3
74: CC(C)Oc1ccc(C(=O)O)cc1
    ., 8.0
75: CCc1nc2sccc2c(=O)[nH]1
    -2.6%, .
76: CS(=O)(=O)N1CCSC1c1ccc(Br)cc1 (configuration not stated)
    5.6%, .
77: CC1(C)Cc2nc3nc(SCC(=O)NCc4ccccc4)n(-c4ccccc4)c(=O)c3cc2CO1
    4.7%, 8.1
78: Cc1ccc(C)c(N=C2NC(=O)CS2)c1
    -0.1%, .
79: COc1ccc(C(=O)C2CCCN(S(=O)(=O)c3cccnc3)C2)c(C)c1 (configuration not stated)
    1.1%, -10.7
80: CCCCOC(=O)C(C)Nc1n[nH]c(=S)[nH]c1=O (configuration not stated)
    0.1%, 7.3
81: O=C(CSc1nnnn1-c1ccc(F)cc1)Nc1nc2ccccc2s1
    -2.4%, -7.8
82: CCc1ccc(C(=O)CN2C(=O)C(C)N(c3ccc(C)cc3)C2=O)cc1 (configuration not stated)
    0.5%, -6.8
83: CC(=NCCN1CCOCC1)c1c(O)n(C2CCCCC2)c(=O)[nH]c1=O
    -3.0%, 11.6
84: COc1ccc(C2c3c(ccc4ccccc34)Oc3ncn4nc(-c5ccco5)nc4c32)cc1 (configuration not stated)
    3.9%, 19.1
85: CCOC(=O)N1CCC(N2CCCC(C(=O)c3cccc(OC)c3)C2)CC1 (configuration not stated)
    2.9%, 3.5
86: Cc1ccc(C)n1-n1c(C)nc2scc(-c3ccccc3)c2c1=O
    0.6%, -4.3
87: NC(=O)C1CCN(C(=O)CN2CCCc3ccccc32)CC1
    0.1%, -7.0
88: Cc1cccc(N/C(N)=N/c2nc(C)c(Cc3ccccc3)c(=O)[nH]2)c1
    5.1%, 32.9
89: Cc1cc(C)cc(NC(=O)COC(=O)c2cc(=O)[nH]c(=O)[nH]2)c1
    -2.7%, -1.4
90: Cc1sc(N(C(=O)CCc2ccccc2)c2ccc(C(=O)O)cc2)nc1-c1ccccc1
    2.8%, 6.1
91: O=c1cc(CSc2nnc(COc3ccccc3)o2)c2ccccc2[nH]1
    -0.2%, .
92: COc1ccc(C(C(=O)NC(C)(C)C)N(C(=O)CNC(=O)c2cccs2)c2ccc(C(C)C)cc2)cc1OC (configuration not stated)
    2.7%, 8.8
93: CC(=O)N(C(C)=O)c1nc(-c2ccccc2)cn1/N=C/c1ccccc1
    -4.0%, -6.1
94: CCOC(=O)C1=C(c2ccccc2)Nc2ncnn2C1c1cc(OC)ccc1OC (configuration not stated)
    5.6%, 13.3
95: CCn1c(SCc2ccc(C)cc2)nnc1-c1nn(-c2ccccc2)ccc1=O
    -1.1%, .
96: CCn1c(NC(=O)c2ccco2)c(-c2ccccc2Cl)c(=O)c2ccccc21
    -0.8%, -2.5
97: CC(NC(=O)CCOc1ccccc1)c1ccccc1 (configuration not stated)
    -4.8%, -4.8
98: Cc1ccc(C(O)c2cccnc2)o1 (configuration not stated)
    -0.7%, 10.8
99: CC(C)C(=O)Nc1ncc(Cc2ccccc2Cl)s1
    -4.2%, 24.6
100: Cc1ccc(-c2cc(C(=O)NCCCn3ccnc3)c3ccccc3n2)s1
    -4.7%, .
101: CCOC(=O)c1cn(CC(=O)Nc2ccc(C(C)C)cc2)nn1
    6.5%, -3.1
102: CCCC1=NN(C(=O)Cc2ccc(OC)c(OC)c2)C(O)(C(F)(F)F)C1 (configuration not stated)
    -0.6%, .
103: N/C(=N\OC(=O)c1ccccc1Cl)c1ccccn1
    -2.5%, .
104: COc1ccc(C2=CC(c3ccc(C)cc3)n3nnnc3N2)cc1 (configuration not stated)
    -1.3%, -13.4
105: O=C(CC1C(=O)NCCN1Cc1c(F)cccc1Cl)NCCC1=CCCCC1 (configuration not stated)
    2.2%, -5.4

Bioassay records deposited in PubChem BioAssay by several laboratories.
